Screening data from PubChem BioAssay.
IL1B secr inh = blocks inflammasome-driven IL-1 beta release; AID 743279; hit rate 4.7% among 360,000; THP-1 LPS/ATP IL-1B secretion, AlphaLISA, 16 h; hits give low values; activity change, % at 57.5 µM; in the data active = activity change below about -50%; inconclusive = mostly about -30% to -49%; note: % is set by controls: 0 for no effect and ±100 for the full control effect
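Secreted IL-1B measured by AlphaLISA bead assay after 16 h compound exposure of THP-1 cells; compounds (final up to 57.5 uM) added 1 h before LPS (250 ng/mL) and ATP (1.25 mM) stimulation; lower signal means less secretion.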
SW480 rereplic = DNA re-replication induction in SW480 cells | SW480 DNA re-replication, Hoechst DNA content imaging, 48 h | Potency, µM (highest dose often 46.1 µM), inactives show at the top dose re-replication activation, hits mostly activators | hit rate 1.8% among 340,000; note: potency is the fitted concentration of half-maximal effect; % of control where 0% means no effect; nearly all actives have a fitted effect of over 55% in size
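SW480 cells exposed to compounds for 48 hr at 37 C, 5% CO2, then Hoechst-stained 40 min. Nuclear DNA content imaged by fluorescence scanning (405 nm excitation, 500-530 nm emission); re-replication scored as increased high-intensity nuclei.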
HT1080 IDH1KD tx = toxicity to HT-1080 IDH1 knockdown cells (counter line); hit rate 2% among 360,000; HT-1080 IDH1 knockdown viability, ATP luminescence, 48 h; Potency, µM (titrated, usually from 46.1 µM), for inactives: at the top dose activity, negative = toxicity, usual class: cytotoxic;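 note: potency is the fitted concentration of half-maximal effect; 0% = DMSO wells and -100% = cell-free medium wells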
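Cytotoxicity counter-line: IDH1KD HT-1080, 48 h, CellTiter-Glo. Curves classed by r2, magnitude and activity.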
S2 tox = cell viability loss in ATXN counter-screen; S2 cells (HEK-293 line with an ATXN2-luciferase reporter) viability, CellTiter-Fluor protease fluorescence, 24 h; Potency, µM (top dose mostly 56.7 µM), most hits filed as cytotoxic; hit rate 0.49% among 400,000; note: potency is the fitted concentration of half-maximal effect; nearly all actives have a fitted effect of over 40% in size
KB-3-1 tox = KB-3-1 parental cell cytotoxicity; AID 1347075; hit rate 1.4% among 400,000; Potency, µM (highest dose often 46.1 µM), inactives show at the top dose activity change, negative = cytotoxic, most hits filed as cytotoxic; KB-3-1 viability, CellTiter-Glo ATP luminescence, 72 h; note: potency is the fitted concentration of half-maximal effect; % is set by controls: 0 for no effect and ±100 for the full control effect; nearly all actives have a fitted effect of over 60% in size
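KB-3-1 cells, DMEM (no phenol red) + 10% FBS; compound by pin transfer, 72 h, 37 °C. Readout: CellTiter-Glo luminescence after 10 min. Data normalized, curve-fitted.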
HT1080-NT tox = kills 2HG-producing HT-1080-NT fibrosarcoma cells | HT-1080-NT fibrosarcoma viability, CellTiter-Glo ATP luminescence, 48 h | Potency, µM (titrated, usually from 46.1 µM), without a hit: top-dose activity, negative = less viability, most hits filed as cytotoxic | hit rate 1.6% among 360,000;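 note: NT is the 2HG producing partner of a matched IDH1 knockdown line; potency is the fitted concentration of half-maximal effect; 0% = DMSO-treated cells and -100% = media-only wells without cells; nearly all actives have a fitted effect of over 55% in size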
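A 48-hour cytotoxicity screen used HT-1080-NT cells plated 2 hours before compound delivery. ATP-based CellTiter-Glo luminescence measured viability, normalized to DMSO and no-cell controls.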
MCF10A rerep = inducers of DNA re-replication in MCF 10A breast cells; MCF 10A DNA re-replication, Hoechst nuclear intensity, 48 h; Potency, µM (highest dose often 46.1 µM), for the others: top-dose activity, positive = re-replication, most hits filed as activators; AID 624296; hit rate 2.9% among 350,000; note: potency is the fitted concentration of half-maximal effect; % of control where 0% means no effect; nearly all actives have a fitted effect of over 50% in size
ATXN2 expr inh = ATXN2 expression inhibition. HEK-293 ATXN2-luciferase reporter, luminescence, 24 h. Potency, µM (series often up to 57 µM), for the others: at the highest dose activity change, negative = inhibition, most hits filed as inhibitors. hit rate 0.72% among 360,000. AID 1745845; note: potency is the fitted concentration of half-maximal effect; % is set by controls: 0 for no effect and ±100 for the full control effect; nearly all actives have a fitted effect of over 55% in size
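ATXN2-luciferase reporter cells (luciferase flanked by upstream and downstream ATXN2 gene portions) were treated 24 h at 37 °C with compounds at up to 57 uM. SteadyGlo luminescence gave expression; GF-AFC fluorescence gave viability.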
KB-V1 MDR tox = kills drug-selected multidrug resistant KB-V1 cells | Potency, µM (titrated, usually from 46.1 µM), inactives show top-dose activity change, negative = cytotoxicity, actives largely listed as cytotoxic | hit rate 3.4% among 400,000 | KB-V1 MDR cells viability, CellTiter-Glo, 72 h; note: potency is the fitted concentration of half-maximal effect; % is set by controls: 0 for no effect and ±100 for the full control effect; nearly all actives have a fitted effect of over 60% in size
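Readout: CellTiter-Glo luminescence, 10 min after addition. Cells: KB-V1 MDR subline, 72 h at 37 degrees C with compound. Analysis: corrected, normalized data fitted to concentration-effect curves.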
* hit, by the source's call; i = inactive; ? = inconclusive; . = not tested or not shown; & = joins results of further samples; [ ] = dose if it differs, or a comment. Unless noted, calls come from the whole dose curve; as a rule, active = well fitted curve in the direction sought with a large enough effect; inconclusive = small, poorly fitted or top-dose-only effect, or another doubt; inactive = no such curve, though single readings can be large; an effect the other way counts as inactive or inconclusive. Random draw from the library; any-hit rate near 11%.

SMILES	IL1B secr inh	SW480 rereplic	HT1080 IDH1KD tx	S2 tox	KB-3-1 tox	HT1080-NT tox	MCF10A rerep	ATXN2 expr inh	KB-V1 MDR tox
Cn1c(=O)[nH]c(=O)c2c1nc(SCCN1CCOCC1)n2Cc1ccccc1	0	5%	2%	i	0%	0%	17%	-2%	-16%
Cc1ccc(-c2nn(-c3ccccc3)cc2C(=O)Nc2cccc(S(=O)(=O)NC3=NCCC3)c2)cc1	0	.	0%	i	0%	0%	.	.	17%
Cc1nnc(C)c2c(C)n(-c3ccccc3)c(C)c12	21	0%	-9%	i	-16%	0%	2%	-35%	17%
O=C(CSc1nnc(CNC(=O)c2c(F)cccc2F)o1)Nc1ccc2c(c1)OCO2	14	-7%	4%	i	.	7%	-1%	5%	.
Cc1ccc(C(=O)c2sc(Nc3ccccc3)c(S(=O)(=O)c3ccccc3)c2N)c(C)c1	.	.	.	i	-19%	.	.	-3%	?
CC1(c2ccc(OC(F)F)cc2)NC(=O)N(CC(=O)Nc2ccc(N3CCCCC3)cc2)C1=O (centres undefined)	-12	0%	-3%	i	11%	-5%	17%	-2%	-1%
CC(C)(C)c1ccc(OCC(=O)NNC(=S)NC(=O)c2ccco2)c(Br)c1	24	?	0%	?	.	-1%	?	?	.
CCCCc1nnc2c(N(C)S(=O)(=O)c3ccc(C)cc3)nc3ccccc3n12	22	20%	11%	i	-1%	-3%	-13%	-2%	?
CN(C)N1C(N)=C(C#N)C(c2cccs2)C2=C1CC(C)(C)CC2=O (centres undefined)	0	-9%	-15%	i	-3%	5%	-4%	-15%[11.3 µM]	1%
Cc1cccc(NC(=O)Cn2cc(C(=O)C3CC3)c3ccccc32)c1C	37	-10%	2%	i	-8%	6%	10%	-7%	?
COC(=O)c1cc(OC)cc(O)c1C(=O)c1c(O)cc(C)cc1O	1	-3%	2%	i	-8%	-17%	-5%	2%	9%
Fc1ccc(N2CN(Cc3cccnc3)CNC2=S)cc1	.	-4%	9%	i	-7%	8%	-26%	43%[activator]	2%
CCOC(=O)c1c(NC(=O)c2c(Br)cnn2CC)sc(C)c1C	8	-7%	2%	i	10%	0%	16%	-1%	2%
COc1ccc(-c2[nH]ncc2CN2CCC(N3CCSCC3)CC2)cc1F	-1	-7%	0%	?	0%	5%	10%	-10%	-1%
c1cncc(-c2nnc(C3CCCCC3)o2)c1	-1	-9%	1%	i	11%	-1%	1%	12%	?
Cc1ccc(C)c(N2CCN(S(=O)(=O)c3ccc(C(=O)N(C)C)s3)CC2)c1	.	.	.	i	-9%	.	.	?	-25%
Cc1c(C(=O)NCCC#N)sc(=O)n1Cc1ccccc1F	24	.	23%	i	17%	34%	.	0%	-6%
O=C(CN(C(=O)CNS(=O)(=O)c1ccc(F)cc1)c1ccccc1F)NCc1ccco1	-3	21%	-3%	i	-4%	12%	18%	-15%	-11%
CCOC(=O)C1CCCN(S(=O)(=O)c2ccc3c4c(cccc24)C(=O)N3CC)C1 (centres undefined)	40	7.3µM*	-9%	.	-14%	-2%[9.24 µM]	15%	-11%	-9%
O=C(C1CCCN1C(=O)c1cccs1)N1CCN(S(=O)(=O)c2ccc(F)cc2)CC1 (centres undefined)	-12	-25%	-5%	i	3%	15%[9.24 µM]	2%	4%	-2%
Cc1cc(C(=O)CN2C(=O)C(=O)N(C3CCCC3)C2=O)c(C)n1CCc1ccc(F)cc1	33	-32%[inhibitor]	-2%	i	-3%	-13%	8%	-20%	?
CCOc1ccc(CCNC(=O)Cn2nnc(-c3ccccc3Cl)n2)cc1OCC	.	.	.	i	-14%	.	.	-5%	-14%
O=C(NC(C(=O)c1ccccc1)n1cnccc1=O)c1ccccc1 (centres undefined)	18	-3%	9%	i	7%	2%	-3%	31%[activator]	16%
CC(C)C(N)c1csc(Nc2ccc(C(=O)c3ccccc3)cc2)n1 (centres undefined)	-60*	.	?	?	-1%	?	.	?	4%
CCn1c(N)c(C(N)=O)sc1=S	0	-7%	20%	i	13%	15%	-4%	-3%	?
O=C(NCC(c1ccco1)N1CCN(c2ccccc2F)CC1)C(=O)NC1CC1 (centres undefined)	-4	1%	1%	i	7%	-5%	?	6%	?
CCN(c1ccccc1)S(=O)(=O)c1ccc(C(C(=O)OC)C(=O)OC)c([N+](=O)[O-])c1	0	-6%	12%	?	-2%	4%	-7%	-30%	-2%
Cc1nnc(SCC(=O)NC2CCCCCC2)n1N	-11	-7%	0%	i	?	-5%	0%	.	-17%
CSC1=N/C(=C/c2cccnc2)C(=O)N1Cc1ccc(Cl)cc1	-5	28%	-2%	i	0%	-10%	17%	.	?
COc1cccc(-c2cc(C(=O)NCCCn3ccnc3)c3ccccc3n2)c1	0	1%	4%	?	7%	-3%	4%	1%	-7%
COc1ccc(C(C)=O)cc1Cn1c(C)c(C(=O)NCCC#N)sc1=O	-16	.	25%	i	0%	11%	.	9%	-16%
CCC(C)NC(=O)C1CCCN(C(=O)NC2CCCCC2)C1 (centres undefined)	7	-2%	1%	i	-2%	-2%	14%	4%	-4%
O=C(NCCS(=O)(=O)NCCCc1ccccc1)c1ccccc1	-5	-269%[inhibitor]	1%	i	4%	3%	1%	3%	-1%
O=C1NC(=O)C2(C=C(c3ccccc3)C(O)(c3ccccc3)C2)N1 (centres undefined)	9	0%	-3%	?	0%	8%	-1%	3%	-20%
CCCCC(C(=O)NC1CCCC1)N(C(=O)c1snc(C(N)=O)c1N)c1ccc(F)cc1 (centres undefined)	7	28%	-19%	i	-8%	-5%	2%	-15%	-1%
Cc1cc(-c2csc(NC(=O)C3=COCCO3)n2)c(C)n1C	-4	4%	4%	i	4%	2%	9%	9%	6%
CC1(OC(=O)c2ccc(Cl)nc2)C(=O)C=C2C=C3CCCN3C=C2C1=O (centres undefined)	53	28%	0%	i	0%	-4%	?	-19%	-7%
Cc1ccc(NC(=O)c2c([N+](=O)[O-])c(C(C)(C)C)nn2C)cc1	-21	-4%	0%	i	-2%	0%	5%	-33%	7%
O=C(Cn1cnc2ccccc21)NCc1ccccc1	16	-4%	-13%	i	-15%	1%	1%	8%	-3%
CCCCOc1ccc(C(=O)NCCc2csc(-c3cccc(F)c3)n2)cc1	.	.	.	i	2%	.	.	-8%	-9%
CCc1ccc(C(=O)COC(=O)CNC(=O)C2CCCCC2)cc1	12	-288%[inhibitor]	-1%	i	15%&0%	2%	-5%	5%	48%&7%
NC(=O)NC(Cc1ccccc1)C(=O)NNC(=O)COc1ccccc1Cl (centres undefined)	22	-15%	7%	i	14%	3%	9%	-5%	29%
Cc1cc(C(=O)CSc2nnnn2-c2ccc(O)cc2)c(C)n1Cc1ccc2c(c1)OCO2	-8	-3%	-5%	i	?	-1%	?	-6%	15µM*
CCOC(=O)[C@]12CCCC=C1N(CCC1=CCCCC1)C(=O)[C@H](CC(=O)N1CCCCC1)C2	19	.	-16%	.	-11%	?	.	.	?
C=CCc1ccccc1OCC(O)CNC (centres undefined)	23	3%	-1%	i	2%	0%	?	-1%	4%

Two compounds picked at random from the list so far:
SMILES	IL1B secr inh	SW480 rereplic	HT1080 IDH1KD tx	S2 tox	KB-3-1 tox	HT1080-NT tox	MCF10A rerep	ATXN2 expr inh	KB-V1 MDR tox
CCn1c(N)c(C(N)=O)sc1=S	0	-7%	20%	i	13%	15%	-4%	-3%	?
C=CCc1ccccc1OCC(O)CNC (centres undefined)	23	3%	-1%	i	2%	0%	?	-1%	4%

Further entries
SMILES	IL1B secr inh	SW480 rereplic	HT1080 IDH1KD tx	S2 tox	KB-3-1 tox	HT1080-NT tox	MCF10A rerep	ATXN2 expr inh	KB-V1 MDR tox
CCC(Oc1ccccc1)C(=O)N1CCN(S(=O)(=O)c2ccccc2)CC1 (centres undefined)	6	-25%	4%	i	-4%	-3%	16%	.	?
CCCCN(C)C(=O)c1cc2cc3cc(OC)ccc3nc2o1	-6	-7%	-12%	i	6%	-5%	6%	10%	0%
O=C1CSC(c2ccccc2)N1CC(O)c1ccc([N+](=O)[O-])cc1 (centres undefined)	23	2%	0%	i	-3%	-16%	-8%	9%[11.3 µM]	?
Cc1ccc(-c2cc(C(F)(F)F)n3nc(C(=O)Nc4ccon4)cc3n2)cc1C	21	?	9%	i	-2%	16%	?	-5%	-7%
COc1cc(C2CC(=O)Oc3cc(C)c(Cl)c(C)c32)cc(OC)c1OC (centres undefined)	34	-31%[inhibitor]	-4%	i	17%	-4%	?	-6%	5%
CCCCCCCCN1C(=O)[C@H](CC(=O)N2CCC(c3ccccc3)CC2)C[C@@]2(C(=O)OC)CC(C)(C)CC=C12	-16	.	-2%	.	-4%	0%	.	.	-21%
O=C(CCc1ccccc1)Nc1nc2c(F)cc(F)cc2s1	-3	?	-4%	i	-9%	2%	-13%	37%	-8%
COc1cc2c(cc1OC)C(COc1ccccc1OC)N(C(=O)c1ccc(S(=O)(=O)N3CCCC3)cc1)CC2 (centres undefined)	.	.	.	i	-2%	.	.	-9%	0%
COCc1ccc(C(=O)N(C)CC2CCCN(CCc3ccc(Cl)cc3)C2)o1 (centres undefined)	-3	-3%	2%	?	.	-16%	-1%	-21%	.
CC/S(=N\S(=O)(=O)c1ccc(C)cc1)c1ccccc1 (centres undefined)	0	-19%	0%	i	5%	-2%	0%	.	13%
CCCC(C)c1nnc(NC(=O)C2CC(=O)N(c3ccc(OCC)cc3)C2)s1 (centres undefined)	10	-1%	2%	i	3%	8%	17%	-3%	-9%
CCO[C@H]1OC(C(=O)N2CCCCCCC2)=C[C@@H](c2coc3ccccc3c2=O)[C@@H]1CCCO	-24	0%[9.22 µM]	7%	?	12%	10%	-34%[inhibitor]	2%	-9%
